DT40 TDP1 no CPT = qHTS for Inhibitors of human tyrosyl-DNA phosphodiesterase 1 (TDP1): qHTS in cells in absence of CPT | DT40 Tdp1-/- hTDP1 cells, no CPT, ATP luminescence, 48 h | Potency, µM (doses to about 46.2 µM), inactives show at the highest dose activity change, negative = growth inhibition, most hits filed as inhibitors | hit rate 15% among 420,000 | AID 686978, 2013; further: nearly all actives have a fitted effect of over 55% in size
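Chicken DT40 Tdp1-/- cells complemented with human TDP1, screened without camptothecin (DMSO vehicle only), 400 cells/well. Compounds pin-transferred, cells incubated at 37 °C for at least 48 hr. Growth read as ATP-dependent luminescence (CellTiter-Glo, 30 min at RT).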
TDP1 block = inhibitors of human tyrosyl-DNA phosphodiesterase TDP1; Q9NUW8; recombinant TDP1, AlphaScreen DNA substrate cleavage; hit rate 0.28% among 350,000; Potency, µM (titrated, usually from 130 µM), for the others: top-dose activity change, negative = inhibition, actives largely listed as inhibitors; further: nearly all actives have a fitted effect of over 40% in size
Target sequence (Q9NUW8 whole entry, looked up): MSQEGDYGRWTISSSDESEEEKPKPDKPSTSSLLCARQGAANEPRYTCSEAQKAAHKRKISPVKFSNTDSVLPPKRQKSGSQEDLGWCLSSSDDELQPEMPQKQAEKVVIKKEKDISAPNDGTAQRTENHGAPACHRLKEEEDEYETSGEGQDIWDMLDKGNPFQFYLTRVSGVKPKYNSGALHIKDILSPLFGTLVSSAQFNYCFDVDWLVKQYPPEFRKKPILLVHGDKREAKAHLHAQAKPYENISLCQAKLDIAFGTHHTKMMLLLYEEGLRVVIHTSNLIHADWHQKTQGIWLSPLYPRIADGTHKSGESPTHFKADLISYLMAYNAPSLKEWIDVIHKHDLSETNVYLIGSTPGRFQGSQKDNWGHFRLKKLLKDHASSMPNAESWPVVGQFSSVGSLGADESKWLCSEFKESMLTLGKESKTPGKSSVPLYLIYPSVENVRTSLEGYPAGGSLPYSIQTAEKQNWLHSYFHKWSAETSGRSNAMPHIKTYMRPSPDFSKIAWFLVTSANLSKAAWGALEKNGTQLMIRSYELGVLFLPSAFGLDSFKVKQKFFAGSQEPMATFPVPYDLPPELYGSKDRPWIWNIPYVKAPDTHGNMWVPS
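Here, a 5' biotin and 3' phosphotyrosine-FITC DNA oligonucleotide reports Tdp1 activity: intact substrate bridges AlphaScreen beads, while cleavage leaves a 3' phosphate and drops signal. All incubations at room temperature.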
TDP1 cell CPT = DT40-hTDP1 cell growth loss with CPT | chicken DT40 Tdp1-/-;hTDP1 cells + 20 nM CPT, ATP luminescence, 48 h | Potency, µM (highest dose often 46.2 µM), for inactives: at the highest dose activity change, negative = growth inhibition, actives largely listed as inhibitors | hit rate 12% among 420,000 | AID 686979; further: nearly all actives have a fitted effect of over 55% in size
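Chicken DT40 Tdp1-/- cells stably complemented with human TDP1 were seeded at 400 cells/well in medium containing 20 nM camptothecin, exposed to pin-transferred compounds, and grown at 37 °C for at least 48 hr. Viability was read as ATP luminescence.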
Active calls of the source: *; u = inconclusive; x = not tested or not shown; & = joins results of further samples; [ ] = dose if it differs, or a comment. The call rests on the fitted dose curve; in most records, active means well fitted curve in the direction sought with a large enough effect; inconclusive means small, poorly fitted or top-dose-only effect, or another doubt; inactive means no such curve, though single readings can be large; an effect the other way counts as inactive or inconclusive. On the % scale 0 is the no-effect control and ±100 the full control effect; potency means the concentration at half of the fitted maximal effect.

SMILES	DT40 TDP1 no CPT	TDP1 block	TDP1 cell CPT
COc1ccc(-n2c(SCC(=O)Nc3ccc([N+](=O)[O-])cc3OC)nc3ccccc32)cc1	u	1%	-23%
COC(=O)c1cccc(C(=O)N2CCCC(Nc3ccc(C)c(C)c3)C2)c1 (stereo not given)	1%	8%	-2%
COc1cccc(C(=O)NC(=O)Nc2ccc(-n3nc(C(F)(F)F)cc3C(F)(F)F)cc2)c1	-13%	3%	-15%
CCCCNC(=O)[C@@H](c1ccccc1)N1Cc2ccccc2C1=O	-2%	6%	6%
Cc1ccc(C(=O)NCc2ccc3c(c2)OCO3)cc1S(=O)(=O)N1CCOCC1	-19%	2%	-17%
COc1cccc(-c2nnc3n(Cc4ccc(C)cc4)c(=O)c4ccccc4n23)c1O	26µM*	3%	u
COc1ccc(Br)cc1S(=O)(=O)n1ccnc1	-24%	5%	-9%
O=C(c1cc(-c2ccccc2O)on1)N1CCc2ccccc2C1	-16%	4%	u
Cc1cc(NC(=O)c2ccccc2)ccc1NC(=O)Cc1ccccc1	-3%	x	2%
CC(C)CN(C(=O)COC(=O)C12CC3CC(CC(O)(C3)C1)C2)C1CCS(=O)(=O)C1 (stereo not given)	2%	4%	-22%
CC(CNC(=O)Cn1cnc2c(NCc3ccccc3)ncnc21)c1ccccc1 (stereo not given)	-23%	0%[56.1 µM]	-3%
Cc1ccc(S(=O)(=O)N(C)C[C@@H]2Oc3ncc(C#CCC(C)C)cc3C(=O)N([C@H](C)CO)C[C@H]2C)cc1	16µM*	x	u
COC(=O)C1=C(C)NC(=O)/C1=C\c1cc(C)n(-c2ccc(F)cc2)c1C	-28%	-2%	-5%
CCOc1ccc(N2CC(C(=O)Nc3cccc(S(=O)(=O)N4CCCC4)c3)CC2=O)cc1 (stereo not given)	-23%	3%	-2%
COCCCNC(=S)NC1CC2CCCC(C1)N2Cc1ccco1 (stereo not given)	-11%	3%	-13%
COc1ccc(OC)c(-n2c3c(cc(-c4nc(-c5ccc(Cl)cc5)cs4)c2=O)C(=O)CC(C)(C)C3)c1	-20%	-3%	-9%
CCC(C)(C)NC(=O)/C=C/c1ccccc1[N+](=O)[O-]	-17%	3%	16%
COc1cc(/C=N/NC(N)=S)ccc1OC(=O)c1ccc(C)cc1	-18%	11%	-20%
O=C(NC1CCCCCC1)C1CCN(S(=O)(=O)N2CCC3(CC2)OCCO3)CC1	-14%	2%	-16%
O=C(N/N=C\c1cccnc1)c1ccc(Cl)s1	2%	6%	11%
COc1ccc(-c2noc(Cn3cc(S(=O)(=O)N4CCCC4)ccc3=O)n2)cc1	1%	0%	2%
CC(=O)Nc1ccccc1-c1nc(CNC(=O)c2ccc(-n3cccn3)cc2)c(C)o1	-20%	x	-13%[9.04 µM]
COc1ccc(NC(=O)C2Cc3c(-c4cccc(C(C)=O)c4)ccnc3O2)cn1 (stereo not given)	2.9µM*	x	2.6µM*
Cc1ccccc1OCCOc1cccc(/C=N/NC(=O)Cc2nnc(N)s2)c1	u	6%	-28%
Cn1cccc1C1Nc2ccccc2NC2=C1C(=O)CC(C)(C)C2 (stereo not given)	u	5%	u
CSCCC(NC(=O)c1ccc([N+](=O)[O-])cc1Cl)C(=O)OCC(=O)NC(=O)CN1CCCC1=O (stereo not given)	3%	x	-4%
CCOC(=O)C1CCN(C(=O)c2ccc(OC)cc2OC)CC1	-3%	-1%	-24%
COc1ccc(Cl)cc1C(=O)CSc1nnnn1C	0%	4%	8%
CC(=O)Nc1ccc(CN2CCc3c([nH]c4ccccc34)C2c2ccccn2)cc1 (stereo not given)	21µM*	4%	u
O=C(CO/N=C/c1c(Cl)cccc1Cl)NNC(=O)c1ccc(Cl)cc1	-9%	5%	2%
Cc1onc(-c2c(Cl)cccc2Cl)c1C(N)=O	-7%	-6%	u
CCN(CC)S(=O)(=O)c1ccc(OC)nc1	-2%	-3%	-5%
Oc1ccc(Br)cc1CNc1ccccn1	u	-5%	u
COc1ccccc1N1C(C)=CC(=C(C#N)c2nc3ccccc3s2)C=C1C	13µM*	1%	8.2µM*
CN(C)CCCNC(=O)c1cc(C(=O)Cc2ccc(Cl)cc2)c[nH]1	-23%	x	-24%
COc1ccc(C(=O)CSc2nnc(COc3ccccc3)n2Cc2ccco2)cc1	u	5%	u
Cc1ccc(NC(=O)OCCN2CCN(Cc3ccccc3)CCC2=O)cc1C	u	9%&0%	u
Cc1[nH]c2ccccc2c1C(=O)COC(=O)c1ccc[n+]([O-])c1	-2%	3%	-1%
COc1ccccc1CNC(=O)CCc1ccccc1	18µM*	x	u
CN1CCN(S(=O)(=O)c2ccc(NC(=O)c3csc4ccccc34)cc2)CC1	u	2%	u
CC1CCN(CCCn2c(=S)[nH]c3c(sc4ccc([N+](=O)[O-])cc43)c2=O)CC1	-26%	0%	u
COc1ccccc1NC(=O)CSc1nc2nccnc2c(=O)n1Cc1cccs1	u	5%	u
CSCCCNC(=S)N(C)CC(=O)Nc1ccc(C)cc1	-7%	5%	0%
Cc1ccccc1-c1nc(CS(=O)(=O)CC(=O)NC2CC2)c(C)o1	5%	1%	-2%
COC(=O)c1ccc(OC)c(CSc2nnc(COc3ccccc3)o2)c1	u	-1%	u
COC(=O)CSc1nnc(CNC(=O)c2ccccc2OC)n1C	0%	-2%	-5%
COCCCn1c(SCC(=O)NNC(=O)c2cccc(O)c2)nnc1-c1ccncc1	8%	-3%	10%
CCOC(=O)c1c(-c2ccc(C)cc2)csc1NC(=O)c1cc(-c2ccc(Cl)cc2)on1	0%	-2%	-6%
O=C(CCCCCN1C(=O)c2ccccc2C1=O)NCc1ccccn1	-6%	0%	12%
CCOC(=O)CCn1nc(C)c2c(C)n(-c3ccccc3)nc2c1=O	-7%	3%	3%
COc1ccc(C(=O)NNS(=O)(=O)c2ccccc2)cc1	-13%	1%	-11%
CC(C)=CC(=O)OCC(=O)Nc1ccc(Cl)cc1	3%	8%	1%
CC(C)CC(=O)Nc1ccc(C(=O)Cn2nc(C(=O)O)c3ccccc3c2=O)cc1	3%	-1%	-5%
COc1ccccc1C(=O)NCCC(=O)N(C)Cc1ccc(C)o1	16%	4%	-7%
O=C(OCC(=O)N1CCN(c2ccccc2)CC1)c1cccc([N+](=O)[O-])c1	1%	10%	-14%
COc1ccc(OC2CCN(S(=O)(=O)c3cccc(F)c3)CC2)cc1	u	-2%	u
O=C(Cc1cc(=O)oc2cc(O)ccc12)NCC1CCC(C(=O)O)CC1 (stereo not given)	-8%	6%	13%
CC(C)C[C@@H](CSc1ccccc1)N1CCN(CCc2ccccc2)CCC1=O	21µM*	x	u
CC(C(=O)O)c1ccc(/C=C2\CCCCC2=O)cc1 (stereo not given)	-7%	x	-15%
O=C(CNc1cc(S(=O)(=O)N2CCOCC2)ccc1NCC1CCCO1)Nc1ccc(C(F)(F)F)cc1 (stereo not given)	u	x	u

More entries follow.
SMILES	DT40 TDP1 no CPT	TDP1 block	TDP1 cell CPT
CC1CCCN(C(=O)CSc2nnc(-c3ccncc3)n2C)C1 (stereo not given)	-3%	0%	-1%
COc1ccc(NC(=O)Cn2ccc(C(F)(F)F)n2)cc1S(=O)(=O)N1CCOCC1	-24%	1%	15%
CNCc1cc(Cl)cc(OC)c1OC(C)C	-11%	0%	-7%
NS(=O)(=O)c1ccc(CNC(=O)/C=C/c2cccc(Cl)c2)cc1	1%	-4%	2%
Oc1c(Cl)cc(Cl)cc1CNc1nccs1	-9%	4%	-1%
CCOC(=O)c1cccc(NC(=O)CCS(=O)(=O)c2ccc(Br)s2)c1	-11%&-21%	5%&-5%	9%&-28%
CCc1nc2ccccc2c(C(=O)OCc2nc3ccccc3c(=O)[nH]2)c1C	4.6µM*	-2%	3.3µM*
O=C(CSc1nnc(NC(=O)c2cccc(F)c2)s1)NCC1CCCO1 (stereo not given)	4%	1%	-2%
CC(=O)/C(=N/Nc1ccccc1)Sc1nnc(CCc2ccccc2)n1-c1ccccc1	18µM*	2%	12µM*
c1ccc(-c2nc(-c3ccco3)n3ccccc23)cc1	u	5%	10µM*
CC[C@H]1O[C@H](C)CC2=C1C(=O)OC(C)(C)O2	1%	x	2%
Cn1c(=O)c2sccc2n2c(CCCC(=O)NCc3ccco3)nnc12	-5%	1%	0%
c1ccc2c3c([nH]c2c1)CCNC3	-19%	x	-17%
COc1cc(C(=O)NCCOc2cccc(C)c2)c(Br)c(OC)c1OC	-9%	1%	-1%
COc1cc(CC(=O)NCc2cccs2)cc(OC)c1OC	u	0%	u
CC1CCCCN1C(=S)Nc1ccc2nc3n(c(=O)c2c1)CCCCC3 (stereo not given)	u	2%	u
C1CCN(CCCNC2C3CC4CC(C3)CC2C4)C1 (stereo not given)	u	5%	u
CC(=O)Oc1ccc(/C=C(\NC(=O)c2ccco2)C(=O)NCc2ccco2)cc1	-7%	x	6%
O=C1NC(=Nc2ccc(Cl)cc2)SC1Cc1cc(Cl)ccc1Cl (stereo not given)	u	-3%	-6%
Cc1noc(-c2ccc(NCc3ccccc3)c([N+](=O)[O-])c2)n1	u	6%	18µM*
Cc1cccc(OCc2ccc(-c3nc(C#N)c(NCCN(C)C)o3)o2)c1	u	7%	u
O=C(Nc1ccc(F)c([N+](=O)[O-])c1)C(=O)c1c(O)[nH]c2ccccc12	13µM*	6%	18µM*
COc1cccc(CN2CC(C(=O)N3CCSCC3)CCC2=O)c1 (stereo not given)	-22%	x	-21%
Cc1cc(C)cc(N(CC(=O)NC2CCCC2)C(=O)CNC(=O)c2ccco2)c1	-2%	0%[0.0935 µM]	4%
CCCC(NC(=O)C(C)N1CCN(S(=O)(=O)c2ccccc2)CC1)c1ccccc1 (stereo not given)	u	0%	u
CC1(C)CC(=O)c2c(O)cc(OCC(=O)N3CCN(c4ccccc4)CC3)cc2O1	-23%	x	u
CC(=O)c1ccc(N2CCN(C(=S)Nc3ccc(Oc4ccccc4)cc3)CC2)cc1	7.3µM*	5%	u
O=C(NCCN1C(=O)S/C(=C\c2ccc(Cl)cc2)C1=O)c1ccc(F)c(S(=O)(=O)N2CCOCC2)c1	5.8µM*	0%	6.5µM*
COC(=O)[C@H](CCSC)NC(=O)Nc1ccc(OC)cc1	9%	7%	1%
Clc1cccc[n+]1CCc1ccccc1	7%	x	-28%

Entries shown so far that contain a CF3 group:
SMILES	DT40 TDP1 no CPT	TDP1 block	TDP1 cell CPT
COc1cccc(C(=O)NC(=O)Nc2ccc(-n3nc(C(F)(F)F)cc3C(F)(F)F)cc2)c1	-13%	3%	-15%
O=C(CNc1cc(S(=O)(=O)N2CCOCC2)ccc1NCC1CCCO1)Nc1ccc(C(F)(F)F)cc1 (stereo not given)	u	x	u
COc1ccc(NC(=O)Cn2ccc(C(F)(F)F)n2)cc1S(=O)(=O)N1CCOCC1	-24%	1%	15%

More entries follow.
SMILES	DT40 TDP1 no CPT	TDP1 block	TDP1 cell CPT
Cc1nnc(NC(=O)Cc2ccc(OCc3c(C)noc3C)cc2)s1	-18%	8%	u
O=C(O)c1ccccc1N/N=C/C1=C(N2CCOCC2)C(=C\c2ccccc2)/CC1	12µM*	-1%	21µM*
CC(=O)OCCN(CCCn1c(-c2ccncc2)nc2ccccc21)c1nc(-c2ccc(C)cc2)cs1	-20%	x	u
Cc1nc2nc(-c3ccco3)[nH]n2c(=O)c1Cc1ccccc1	-6%	-1%	-7%
CCOC(=O)CSc1nc2c(sc3ccccc32)c(=O)n1CCc1ccccc1	u	0%	-18%
CC12CCC(C(=O)N(CCCCN3CCN(Cc4ccccc4)CC3)C1=O)C2(C)C (stereo not given)	-28%	6%	-18%
COc1ccc(NC(=O)c2cc(C(C)=O)n3ccccc23)cc1	u	0%	-61%
COC(=O)c1cc(NC(=O)CC2NC3CCCCC3NC2=O)cc(C(=O)OC)c1 (stereo not given)	-5%	6%	-6%
CCOC(=O)N1CCN(C(=O)c2ccccc2NC(=O)c2ccc(C(C)(C)C)cc2)CC1	-26%	1%	6%
CC(=O)Nc1cccc(C(=O)OCC(=O)N(c2ccccc2)C2CCS(=O)(=O)C2)c1 (stereo not given)	-4%	0%	-18%
O=C(COc1ccc(S(=O)(=O)N2CCCCC2)cc1)NCC1CCCO1 (stereo not given)	-5%	x	0%

Assay outcomes from PubChem BioAssay.

Hits appear at their usual frequency; overall some 18% were active at least once.
